Screening results from PubChem.
Growth percent in the NCI-60 one-dose screen (48 h, 10 µM unless noted): 100 = growth as untreated, 0 = no growth, -100 = all killed.
M14: M14 melanoma; 80,000 tested, 6.2% active
CCRF-CEM: CCRF-CEM leukemia; 77,000 tested, 7% active
HOP-92: HOP-92 NSCLC cells | 71,000 tested, 6.3% active | AID 1794738
SK-MEL-28: SK-MEL-28 melanoma | 81,000 tested, 4.1% active | AID 1794761
HOP-62: HOP-62 NSCLC. 80,000 tested, 3.9% active. AID 1794735
SK-MEL-5: SK-MEL-5 melanoma. AID 1794755. 80,000 tested, 6.4% active
EKVX: EKVX NSCLC | 71,000 tested, 3% active | AID 1794765
A549/ATCC: A549/ATCC NSCLC; 81,000 tested, 3.7% active; AID 1794740
Numbers without * were called inactive; . = no result given; & = joins results of further samples; ! = a repeat was not active. Rule for the calls: active = growth percent below 10; inactive = the rest.

Start of the listing, in advance:
SMILES | M14 | CCRF-CEM | HOP-92 | SK-MEL-28 | HOP-62 | SK-MEL-5 | EKVX | A549/ATCC
C1CCC(NC2CCCC2)CC1 | . | 97 | 105 | 103 | 100 | 101 | 91 | 108
S=C1Nc2ccccc2Sc2ccccc21 | 88 | 96 | 90 | 100 | 92 | 96 | 108 | 88

The list itself, previewed entries included:
SMILES | M14 | CCRF-CEM | HOP-92 | SK-MEL-28 | HOP-62 | SK-MEL-5 | EKVX | A549/ATCC
C1CCC(NC2CCCC2)CC1 | . | 97 | 105 | 103 | 100 | 101 | 91 | 108
S=C1Nc2ccccc2Sc2ccccc21 | 88 | 96 | 90 | 100 | 92 | 96 | 108 | 88
O=C(O)C1CC12c1ccccc1-c1ccccc12 (configuration not stated) | 104 | 100 | 87 | 103 | 101 | 103 | . | 99
COc1ccc(O)c(CNC(=O)CN2CCCC2=O)c1 | 98 | 26 | 86 | 99 | 97 | 107 | 100 | 105
C#CC1(O)CCCCC1 | 98 | 105 | 93 | 108 | 94 | 102 | 113 | 103
COc1cc(C2c3ccc4ccccc4c3Oc3nc(N)c(C#N)c(N)c32)cc(OC)c1OC (configuration not stated) | 97 | 96 | . | 107 | 107 | 80 | . | 73
O=C(O)CC1OCC=C2CN3CCC45c6ccccc6NC4C1C2CC35 (configuration not stated) | 103 | . | 106 | 111 | 98 | 107 | 122 | 111
COc1cc(/C=C\c2cc(OC)c(OC)c(OC)c2)cc(N/C=C\C(=O)c2ccc(OC(F)(F)F)cc2)c1OC | -4.9* | 9.0* | . | 62 | 24 | 28 | . | 19
CCCCn1cc(C(=O)/C(C#N)=C/c2cc3ccccc3nc2Cl)c2ccccc21 | . | 42 | 64 | 103 | 88 | . | 46 | 93
NNC(=O)c1cccnc1 | 100&101 | 103&103 | 106&102 | 113&103 | 93&102 | 103&99 | 100&103 | 91&88
CN(C)CCCN1C[C@@H]2[C@H](C1)[C@@H]1C=C[C@H]2C1 | 103 | 132 | . | 105 | 112 | 105 | 102 | 120
CC1(C)N=C(N)N=C(N)N1c1ccc(CCC(=O)Nc2ccc(S(=O)(=O)F)cc2)cc1 | 36 | 19 | 71 | 52 | 47 | 35 | . | 19
Cc1cc(OC(=O)N(C)C)c(Cl)cc1Cl | 94 | 105 | 74 | 119 | 88 | 112 | 99 | 108
O=C1N=c2ccccc2=C/C1=C\c1c(O)[nH]c(=S)[nH]c1=O | 99 | 106 | 106 | 116 | 104 | 106 | 102 | 101
NP(=O)(Oc1c2occc2cc2ccc(=O)oc12)N(CCCl)CCCl (configuration not stated) | . | 98 | 59 | 133 | 97 | 67 | 213 | 96
Fc1cccc(NCOOC2(OOCNc3cccc(F)c3)CCCCC2)c1 | 92 | 84 | 87 | 109 | 91 | 95 | 94 | 90
CC(=O)OCc1cc[c]([Hg][Cl])o1 | 13 | -20* | 54 | 12 | 91 | 43 | 79 | 74
CCOP(=O)(Nc1cccc(Cl)c1)OCC | 94 | 98 | . | 115 | 95 | 100 | . | 101
CCCCCCCCCCCCCCCC[As](CCCCCCCCCCCCCCCC)SCC1OC(OC(C)=O)C(OC(C)=O)C(OC(C)=O)C1OC(C)=O (configuration not stated) | 108 | 97 | 92 | 111 | 106 | 106 | . | 103
CC(C)(C)N1CC1C#N (configuration not stated) | 110 | 101 | 105 | 110 | 105 | 105 | . | 105
O=[N+]([O-])c1ccc2scc3c4ccccc4nc-3c2c1 | -55* | -12* | -62* | -56* | 3.0* | 8.3* | 37 | 19
CCN1CCC[C@]2(C)[C@H]3CC[C@@]4(C)[C@@H](CC[C@]4(C)O)[C@@H]3CC[C@@H]12 | 105 | 84 | 100 | 110 | 116 | 103 | . | 102
CCN(CC)CCOc1ccc(C)cc1 | 95 | 93 | 98 | 100 | 95 | 99 | 102 | 86
CCCN(N=O)C(=O)OCC | 118 | 97 | . | 105 | 103 | 99 | . | 101
O=[N+]([O-])c1ccc([As](=O)(O)O)cc1 | 101&112 | 106&96 | 105&96 | 116&129 | 104&124 | 117&105 | 108&104 | 99&104

7 structures out of the list, arranged by count of non-hydrogen atoms, ascending:
SMILES | M14 | CCRF-CEM | HOP-92 | SK-MEL-28 | HOP-62 | SK-MEL-5 | EKVX | A549/ATCC
NNC(=O)c1cccnc1 | 100&101 | 103&103 | 106&102 | 113&103 | 93&102 | 103&99 | 100&103 | 91&88
CCCN(N=O)C(=O)OCC | 118 | 97 | . | 105 | 103 | 99 | . | 101
Cc1cc(OC(=O)N(C)C)c(Cl)cc1Cl | 94 | 105 | 74 | 119 | 88 | 112 | 99 | 108
CCOP(=O)(Nc1cccc(Cl)c1)OCC | 94 | 98 | . | 115 | 95 | 100 | . | 101
O=C1N=c2ccccc2=C/C1=C\c1c(O)[nH]c(=S)[nH]c1=O | 99 | 106 | 106 | 116 | 104 | 106 | 102 | 101
Fc1cccc(NCOOC2(OOCNc3cccc(F)c3)CCCCC2)c1 | 92 | 84 | 87 | 109 | 91 | 95 | 94 | 90
CCCCCCCCCCCCCCCC[As](CCCCCCCCCCCCCCCC)SCC1OC(OC(C)=O)C(OC(C)=O)C(OC(C)=O)C1OC(C)=O (configuration not stated) | 108 | 97 | 92 | 111 | 106 | 106 | . | 103

Next entries follow.
SMILES | M14 | CCRF-CEM | HOP-92 | SK-MEL-28 | HOP-62 | SK-MEL-5 | EKVX | A549/ATCC
CCC(=O)C(c1ccccc1)(c1ccccc1)C(C)CN1CCCCCC1 (configuration not stated) | 98 | 89 | 66 | 109 | 97 | 83 | 91 | 97
Cc1cc(C)c(CCl)cc1CCl | 102 | . | . | 111 | 109 | 104 | . | 100
Cc1cc(CCl)c(C)cc1CCl | 45 | 20 | 79 | 78 | 15 | 70 | 106 | 55
COc1ccc(C/C(C)=C(\c2ccc(OCCN3CCOCC3)cc2)c2ccc(OC(=O)Cc3ccccc3)cc2)cc1 | -67* | -14* | -77* | -81* | -74* | -92* | 18 | 0.1*
O=C1NC(=O)C(=Cc2cn(C(=O)c3ccccc3)c3ccccc23)C(=O)N1 | 95 | 104 | 72 | 111 | 93 | 92 | 98 | 101
CN1C(=O)C(=Cc2cn(CCCCCCn3c4ccccc4c(=O)c4ccccc43)c3ccccc23)C(=O)N(C)C1=O | 94 | 109 | 97 | 98 | 89 | 94 | 96 | 103
O=[As]c1ccc(C(=O)c2ccc(Oc3ccccc3)cc2)cc1 (configuration not stated) | -94* | -33* | . | -96* | -98* | -100* | -81* | -95*
Nc1ccc(-c2nc3cc(F)ccc3[se]2)cc1F | 92 | 45 | 66 | 115 | 51 | 82 | 49 | 40
CCOc1c(Cl)cc(CNC(C)C(O)c2ccccc2)cc1OC (configuration not stated) | 57 | 78 | 27 | 42 | 73 | 83 | . | 29
Nc1nc(N)n2c(N)nnc2n1 | 93 | . | . | 109 | 91 | 105 | 99 | 96
CC(C#N)N1CCN(c2ccccc2Cl)CC1 (configuration not stated) | 95 | 107 | 83 | 106 | 100 | 107 | . | 97
Fc1ccc(C2=CCNCC2)cc1 | 99 | 118 | 119 | 107 | 112 | 92 | 86 | 113
COc1ccc(C(c2ccc(OC)cc2)C(Cl)(Cl)Cl)cc1 | 84 | 56 | 64 | 103 | 83 | 80 | 96 | 95
C[C@@H]1C/C=C\C(=O)O[C@H](/C=C/C#C/C=C/C(C)(C)[C@@H](O)c2cccc(O)c2Br)[C@@H](C)/C=C/[C@H](C)C[C@H](OC(N)=O)C1 | 0.4* | 26 | 9.3* | 35 | 13 | -62* | 22 | 28
C=CCn1cc(C=C2C(=O)N(C)C(=O)N(C)C2=O)c2ccccc21 | 89 | 88 | 91 | 98 | 97 | 95 | 84 | 107
CN(C)CC(C(=O)Cc1ccccc1)c1ccccc1 (configuration not stated) | 36 | 67 | 86 | 96 | 106 | 97 | 110 | 97
Cn1ncc(C(=O)O)c1NN=O | 97 | 95 | . | 98 | 89 | 99 | . | 101
O=C(Nc1ccc(C(=O)O)cc1)Oc1ccc(N(CCCl)CCCl)cc1 | 81 | 46 | 90 | 112 | 74 | 79 | 108 | 51
Cc1ccc2c(c1)Oc1ccccc1N=C2 | 106 | 99 | 118 | 115 | 105 | 101 | . | 101
NC(=O)Oc1cc(OC(N)=O)cc(N(CCCl)CCCl)c1 | 49 | 13 | 76 | 82 | 58 | 73 | . | 51
ClCCN(CCCl)c1nc(Cl)c(C2CC(c3ccc(Br)cc3)=NN2c2cc(Cl)cc(Cl)c2)s1 (configuration not stated) | 100 | 99 | . | 100 | 99 | 111 | 105 | 101
CSc1nc(N)c(N=Nc2ccc([As](=O)(O)O)cc2)c(=O)[nH]1 | 103 | 113 | 129 | 117 | 103 | 107 | 109 | 111
CCOP(=O)(CC(F)(F)C(F)(F)F)OCC | -53* | 8.3* | -7.9* | -47* | 91 | 79 | 89 | 76
O=C(NCc1ccc([N+](=O)[O-])cc1)Nc1cccc(S(=O)(=O)F)c1 | 107 | 86 | . | 104 | 91 | 99 | . | 96
O=C(CF)N(O)c1ccc(/C=C/c2ccccc2)cc1 | 43 | 14 | . | 100 | . | 77 | 99 | 36
SMILES | M14 | CCRF-CEM | HOP-92 | SK-MEL-28 | HOP-62 | SK-MEL-5 | EKVX | A549/ATCC
C/C=C/CC(C)C(O)[C@H](NC(=O)[C@@H]1CCCN1C(=O)C(C)(C)NC(=O)CCCCCCCCC)C(=O)NC(C)(C)C(=O)N[C@@H](CCC(N)=O)C(=O)N[C@H](CCC(N)=O)C(=O)NC(C)(C)C(=O)NC(C)(C)C(=O)N[C@@H](CCC(N)=O)C(=O)N[C@H](CC(C)C)C(=O)N[C@H](CO)CC(C)C (some centres not stated) | -54* | -39* | -25* | -100* | -42*! | -93* | -42*! | 26&49
c1ccc(CCN2CCCCC2)nc1 | 99 | 84 | 92 | 104 | 96 | 115 | 102 | 96
COc1cc2nc(Sc3nnc(N)s3)n(-c3ccc(Cl)cc3)c(=O)c2cc1OC | 96 | 108 | 59 | 109 | 97 | 97 | . | 96
N=C(N)N | 107&109 | 89&106 | 93 | 116&119 | 98&104 | 111&104 | 111&101 | 98&93
N#Cc1c(N)nc2c(c1N)C(c1ccc(Br)cc1)c1ccc3ccccc3c1O2 (configuration not stated) | 105 | 97 | . | 100 | 100 | . | 103 | 105
CN(/C=C1/C[C@@]2(C)[C@@H](CC[C@@H]3[C@@H]2CC[C@@]2(C)[C@H]3CC[C@]2(C)O)CC1=O)c1ccccc1 | 100 | 110 | 96 | 109 | 92 | 103 | 102 | 97
Cc1ccc(Cl)c(-n2c(=S)[nH]c3ccccc3c2=O)c1 | 92 | 100 | 65 | 96 | 90 | 97 | 95 | 101
Cc1ccc(/C=C/C(=O)O)cc1-c1cc2c(cc1C)C(C)(C)CCC2(C)C | 92 | 101 | 71 | 88 | 92 | 76 | 78 | 69
CC(C)[C@H](C)/C=C/[C@@H](C)[C@H]1CC[C@@H]2[C@]1(C)CC[C@H]1[C@]23C=C[C@]2(C[C@@H](O)CC[C@]12C)OO3 | 101 | 70 | 106 | 116 | 117 | 93 | 93 | 88
[CH3][Sn]([CH3])([Cl])[S]CCN | 99 | 104 | 107 | 106 | 106 | 102 | . | 94
O=[N+]([O-])c1ccc(C(c2ccc([N+](=O)[O-])cc2)c2ccc([N+](=O)[O-])cc2)cc1 | 91 | 78 | 67 | 110 | 102 | 103 | 108 | 100
CN1C(=O)CN=C(c2ccc[nH]2)c2cc(Cl)ccc21 (tested in a mixture with another compound) | 117 | 91 | 93 | 97 | 103 | 117 | 115 | 96
CCOC(=O)C1(c2ccccc2)CCN(CCc2ccc(NC(=O)CCC(=O)O)cc2)CC1 | 109 | 88 | 103 | 111 | 103 | . | 104 | 98
ClCCN(CCCl)c1ccc(C=NCCc2c[nH]c3ccccc23)cc1 | 92 | 54 | . | 108 | 73 | 76 | 106 | 89
COC(=O)/C(=C(/C)c1ccco1)P(=O)(OC)OC | 97 | 97 | 87 | 120 | 104 | 97 | 101 | 93
C=C(C)C1CNC(C(=O)O)C1CC(=O)O (configuration not stated) | 106&107 | 98&98 | . | 109&106 | 113 | 110&104 | 110&104 | 97&98
COc1cc2c(cc1OC)C13CCN4CC5=CCOC6CC(=O)N2C1C6C5CC43 (configuration not stated) (tested in a mixture with another compound) | 84 | 91 | 29 | 102 | 83 | 95 | 99 | 111
CN1[C@@H](CCc2ccc(O)cc2)CCC[C@H]1CCc1ccc(OCCF)cc1 | 93 | 94 | 86 | . | 98 | 88 | 92 | 97
CC1=C([Te]c2ccc(O)cc2)C(=O)c2ccccc2C1=O | -24* | -13* | -56* | -12* | -25* | -95* | -57* | 7.0*
CCC(N)C(O)c1ccccc1 (configuration not stated) | 112 | . | . | 126 | 105 | 107 | 106 | .
CN(C)c1ccnc(CNCCSC2c3ccccc3C=Cc3ccccc32)c1 | 79 | 73 | 45 | 88 | 84 | 50 | 44 | 66
O=C(O)c1[nH]c(=O)[nH]c(=O)c1F | 87 | 78 | 106 | 95 | 124 | . | 121 | 90
Cc1ccc(Nc2nc3c(s2)C2=CC[C@@H]4[C@H](CC[C@]5(C)C(=O)CC[C@@H]45)[C@@]2(C)CC3)cc1 | 62 | 7.7* | 79 | 38 | 43 | 57 | 57 | 56
N#Cc1ccc(NC(=O)c2cc(-c3ccc(F)cc3F)ccc2O)cc1C(F)(F)F | 109 | 80 | 92 | 106 | 91 | 87 | 86 | 98
N#CC(C#N)=Cc1ccccc1[N+](=O)[O-] | 96&100 | 94&86 | 86&99 | 118&106 | 91&100 | 97&99 | 92&109 | 106&103
CN1C2CC(=O)CC1C(O)C2 (configuration not stated) | 101 | 92 | 99 | 108 | 114 | 100 | . | 100
c1ccc(Nc2nc(-c3ccccc3)c[se]2)cc1 | 87 | 101 | 60 | 99 | 70 | 89 | 70 | 88
O=C(Nc1cccc(F)c1)c1c(O)[nH]c(=S)[nH]c1=O | 101 | 86 | 88 | 106 | 86 | 79 | 92 | 91
CCC(=O)c1ccc(OC)c(F)c1 | 110 | 86 | . | 109 | 98 | 106 | . | 105

An excerpt; the hit share may differ from the screen's.
